# Assay outcomes as filed in PubChem BioAssay.
# Dicer inh – inhibitors of human Dicer processing of pre-microRNA | Q9UPY3 | z-score at 25 µM | cat-ELCCA pre-miR-21 Dicer processing, chemiluminescence; stronger effect = higher value | AID 1347074 | 47,000 tested, 6% active; in the data active means z-score above about 3, passing the limit was not always enough;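 further: plate controls were vehicle for no effect and no enzyme for full effect; higher signal means more uncleaved substrate so more Dicer inhibition; strong numbers were not always called active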
# * hit, by the source's call. An excerpt; rates above refer to the full screens.
SMILES,Dicer inh
CC(C)(C)c1ccc(S(=O)(=O)N2C=CC(C(F)(F)F)=NCC2)cc1,-0.63
CN1CCc2cc(NC(=O)Nc3cccnc3)ccc21,-0.37
CSCc1nnc(-c2cccc([N+](=O)[O-])c2)o1,0.96
CCOC(=O)C(NC(=O)c1cccnc1SC)C(=O)OCC,-0.44
COc1ccc([C@H]2CC(=O)c3c(O)cc(O)cc3O2)cc1O,0.36
CCc1cnc(/N=C/NO)nc1-c1c(F)cccc1F,0
Cc1cc(SCc2ccccc2)n2ncnc2n1,0.18
COc1ccc(S(=O)(=O)Nc2ccc(N3CCOCC3)cc2)cc1,-0.27
CC(C)(C)Nc1nc(Oc2ccc(=O)n(-c3ccccc3)n2)nc(N2CCOCC2)n1,-0.55
Cc1nc(SCc2ccc(C(F)(F)F)cc2)n(C)c(=O)c1Oc1cccc(C(F)(F)F)c1,0.63
COc1ccc(/C=C2\OC(=O)c3cc([N+](=O)[O-])ccc32)cc1,0.57
O=C(O)CC1=C(c2ccccc2)CCC1=O,-2.1

# Reprinted from the part before: six entries, then new ones.
SMILES,Dicer inh
Cc1cc(SCc2ccccc2)n2ncnc2n1,0.18
COc1ccc(S(=O)(=O)Nc2ccc(N3CCOCC3)cc2)cc1,-0.27
CC(C)(C)Nc1nc(Oc2ccc(=O)n(-c3ccccc3)n2)nc(N2CCOCC2)n1,-0.55
Cc1nc(SCc2ccc(C(F)(F)F)cc2)n(C)c(=O)c1Oc1cccc(C(F)(F)F)c1,0.63
COc1ccc(/C=C2\OC(=O)c3cc([N+](=O)[O-])ccc32)cc1,0.57
O=C(O)CC1=C(c2ccccc2)CCC1=O,-2.1
CCC(C)NCCS(=O)(=O)c1ccc(Cl)cc1 (stereo not drawn),1.9
N#C/C=C/c1ccc(C(F)(F)F)cc1[N+](=O)[O-],0.62
CC(C)Cc1c(O)nc(SCC(=O)NCc2ccco2)[nH]c1=O,1.1
Cc1nccn1CC(=O)N1c2ccccc2Sc2ccccc21,5.5*
COc1ccc(C(C#N)=C(SC)SC)cc1,-0.8
CC(C)NC(=O)Oc1cccc(Cl)c1,0.41
OCCSc1nc2ccccc2n1Cc1ccccc1,-0.6
CC1=C(C(N)=O)C(c2cccs2)n2ncnc2N1 (stereo not drawn),0.94
COc1ccc(OC)c(/C=C(\C#N)C(N)=O)c1,-0.69
CC(C)(C)OC(=O)N1CCCC[C@@H]1C(=O)O,0.46
CCOC(=O)c1ccc2[nH]c3c(c2c1)CCCC3,-0.46
COc1ccc(C2/C(=C(/O)c3ccccc3)C(=O)C(=O)N2CCO)cc1OC (stereo not drawn),-1.8
Clc1cccc(N2CCN(CN3CCN(c4cccc(Cl)c4)CC3)CC2)c1,0.04
O=C(CC1=NC(c2ccccc2O)ON1)N1CCCC1 (stereo not drawn),-1.4
Cc1onc(-c2ccccc2)c1-c1ccc(S(N)(=O)=O)cc1,-0.14
COc1ccc(C2=NN3C(C2)c2ccccc2OC3c2ccncc2)cc1OC (stereo not drawn),1.2
O=C(CN1C(=O)c2ccccc2C1=O)Nc1cscc1S(=O)(=O)c1ccccc1,0.12
Cc1ccc(C(=O)CC(C(=O)O)c2c[nH]c3ccccc23)cc1 (stereo not drawn),0.71
COc1ccc(-c2cc(=O)c3cc(OC(=O)C4CCCCC4)ccc3o2)cc1,1.1
CCOC(=O)c1cc2ccc(OC)c(OC)c2c(=O)s1,0.08
CCOc1ccc(NC2=CC(=O)CC(C)(C)C2)cc1,0.53
CCOC(=O)c1cnc2ccc(Br)cc2c1Nc1ccc(N(C)C)cc1,2.7
COC(=O)Cc1nc(NC(=O)c2cc(C)oc2C(F)(F)F)sc1C,0.06
CC(=O)n1c2c(c3ccccc31)OC(N)=C(C#N)C2c1ccc(Cl)cc1 (stereo not drawn),-0.43

# 4 entries already listed, ordered by length of the SMILES, low to high.
SMILES,Dicer inh
Cc1cc(SCc2ccccc2)n2ncnc2n1,0.18
O=C(CC1=NC(c2ccccc2O)ON1)N1CCCC1 (stereo not drawn),-1.4
CCOC(=O)c1cnc2ccc(Br)cc2c1Nc1ccc(N(C)C)cc1,2.7
CC(C)(C)c1ccc(S(=O)(=O)N2C=CC(C(F)(F)F)=NCC2)cc1,-0.63

# (next part)
SMILES,Dicer inh
CC(C)(C)OC(=O)C(Cc1ccccc1)NC(=O)CNC(=O)OCc1ccccc1 (stereo not drawn),-0.85
CC(C1CC1)N(C(=O)c1ccccc1)c1ccccc1 (stereo not drawn),-1.7
COc1ccc(OC)c(C2C(C(=O)OC(C)C)=C(C)Nc3nc4ccccc4n32)c1 (stereo not drawn),-0.86
CCOC(=O)N1CCN(C2CC(=O)N(c3ccc(Cl)cc3)C2=O)CC1 (stereo not drawn),-0.77
NNC(=O)CN1C(=O)CSc2ccc(C(F)(F)F)cc21,6.2*
CC(=O)C(C=Nc1ccc(Cl)cc1Cl)C(C)=O,-0.48
Cc1cc(C)nc(N2N=C(CSc3ccc(Cl)cc3)CC2=O)n1,-0.85
FC(F)(F)c1cccc(NNC(=S)Nc2ccccc2)c1,-0.98
CC1(C)CC(=O)C=C(SCCS(=O)(=O)c2ccc(Cl)cc2)S1,1.1
Cc1cc2c(NC(=O)Nc3ccccc3)cccc2nn1,-3.4
C#Cc1cccc(Nc2ncnc3cc(OCCOC)c(OCCOC)cc23)c1,2.1
CCOC(=O)c1cnc(-c2cccs2)nc1Nc1ccc(C)cc1,-1.3

# Look-ups from above:
# Dicer inh with `CC(=O)C(C=Nc1ccc(Cl)cc1Cl)C(C)=O` = -0.48
# Dicer inh with `CCOC(=O)N1CCN(C2CC(=O)N(c3ccc(Cl)cc3)C2=O)CC1` (stereo not drawn) = -0.77

# The list continues:
SMILES,Dicer inh
N/C(=N/OC(=O)Nc1ccc(Cl)cc1Cl)C1COc2ccccc2O1 (stereo not drawn),-0.68
COc1ccc(-c2ccc(-c3noc(-c4cc(OC)cc(OC)c4)n3)c(OC)n2)cc1,-0.23
O=C1Nc2ccccc2C1C(C[N+](=O)[O-])c1ccccc1 (stereo not drawn),-1.3
C#CCOc1ccc(C2C3=C(CCCC3=O)N(C)C3=C2C(=O)CCC3)cc1,1.1
Oc1c(CN2CCOCC2)ccc2ccccc12,-3
Cc1cc(NS(=O)(=O)c2ccccc2)no1,1.9
CC(C)(C)c1ccc(-n2c(SCc3ccc(Cl)cc3)n[nH]c2=O)cc1,-0.8
COc1ccc(CCN2CCC(Nc3nc4ccccc4n3Cc3ccc(F)cc3)CC2)cc1,-0.34
Cc1cc(S(=O)(=O)n2cccc2)c(Cl)cc1Cl,-1.6
COc1ccc(N2C(=O)CC(N3CCN(C)CC3)C2=O)cc1 (stereo not drawn),-1.6
Cc1c(NC(=O)c2cc3n(n2)C(C(F)(F)F)CC(c2ccco2)N3)c(=O)n(-c2ccccc2)n1C (stereo not drawn),0.96
O=c1n(Cc2ccccc2)nc2n1-c1cc(Cl)ccc1OC2,-1.2
Cc1ccc(S(=O)(=O)NC(=O)NCCNc2ncc(C(F)(F)F)cc2Cl)cc1,-1.6
CCOC(=O)c1sc(SCc2ccccc2)c2c1-c1sccc1N(C)S2(=O)=O,-1.5
O=C1CCc2cc(C3=CSC4=NCCCN34)ccc2N1,-0.61
COc1ccc(/C=C2\CCc3ccccc3C2=O)cc1OCc1ccccc1,1
N#CCSc1nnc(-c2ncc(C(F)(F)F)cc2Cl)n1-c1ccc(Cl)cc1,-1.9
Cc1cccc(/N=c2\scc(-c3ccco3)n2-c2ccccc2)n1,0.45
CC1(C)O[C@@H]2C[C@H]3[C@@H]4CCC5=CC(=O)C=C[C@]5(C)[C@H]4[C@@H](O)C[C@]3(C)[C@]2(C(=O)CO)O1,10
Cc1coc(C)c1C(=O)CC1(O)C(=O)N(Cc2ccccc2)c2ccc(Br)cc21 (stereo not drawn),3.8*
N/C(=N\OC(=O)c1ccc(Cl)cc1)c1ccc(Oc2ccc(Cl)cc2)nc1,-0.92
O=c1cc(CSc2ccc(Cl)cc2)[nH]c2[nH]n(-c3ccccc3)c(=O)c12,5.4*
O=C1c2oc3ccc(Br)cc3c(=O)c2C(c2ccc(O)cc2)N1Cc1ccc(F)cc1 (stereo not drawn),-0.22
CCn1c(SCc2nc3ccccc3c(=O)[nH]2)nc2ccccc2c1=O,1.8
CN(C)CCN(Cc1ccccc1)C(=O)C(C(=O)c1ccc(F)cc1)n1ccccc1=O (stereo not drawn),11
COC(=O)c1cc(NC(=O)c2c(Cl)cccc2Cl)ccc1N1CCOCC1,-0.42
N#CCCN(CCc1ccccn1)C(=S)Nc1cccc(C(F)(F)F)c1,-0.92
CN(C)CCCNS(=O)(=O)c1cc(Cl)sc1Cl,0.33
NC(=O)C1(N2CCCCC2)CCN(C2CC(=O)N(c3cccc(Cl)c3)C2=O)CC1 (stereo not drawn),1.2
CC(O)c1nc2ccccc2n1Cc1ccccc1 (stereo not drawn),1.2
C/C(Cc1nsc(Nc2ccccc2)n1)=N\Nc1cc(Cl)ccc1Cl,-0.5
Clc1ccc(Cc2nc(-c3cccnc3)no2)cc1,-0.12
Cn1c(=O)c2c(nc(NCCc3ccccc3)n2Cc2ccccc2F)n(C)c1=O,-0.97
CC1=CC2CC1C1C(=O)N(c3ccc(OC(F)(F)F)cc3)C(=O)C21 (stereo not drawn),0.07
COc1cc(C2C3=C(CCCC3=O)NC3=C2C(=O)c2ccccc23)ccc1O (stereo not drawn),0.69
COc1ccccc1NC1=NC(CO)(CO)CS1,-1.2
Cn1c(=O)c2c(ncn2CC(=O)Nc2ccc(F)c(F)c2)n(C)c1=O,3
Cc1cc(C(N)=O)nn1-c1c(Cl)cc(Cl)cc1Cl,-0.45
CCOC(=O)Cc1csc(NC(=O)CC)n1,-1.3
CCc1nc(-c2ccc(C)nc2OC)no1,1.2
CCOC(=O)c1sc(SC)c(C(C)O)c1C (stereo not drawn),3.9*
Cc1cccc(C)c1NC(=O)N(Cc1ccccc1)C(=O)CC#N,0.25
CCOC(=O)C(=CNc1ccccc1SCCC#N)C(=O)OCC,-0.79
Cc1c(C(=O)OC(C)C)sc2ncn(CC(=O)O)c(=O)c12,2
NC(=O)c1cc(Cl)c(Cl)cc1C(N)=O,1.4
COCCCNC(=S)NNC(=O)CSCc1c(C)c(C)c(C)c(C)c1C,-0.98
Cc1nnc(N2C(=O)c3oc4ccccc4c(=O)c3C2c2ccc(Cl)cc2)s1 (stereo not drawn),0.93
CC(C)S(=O)(=O)c1csc(C(=O)NNC(=O)Nc2ccc(Cl)cc2)c1-n1cccc1,0.21
Cn1nc(-c2ccccc2)cc1NC(=O)CCCC(=O)O,-0.48
CCCN1CN=C(Nc2nc(C)c3cc(C)ccc3n2)NC1,0.56
NC(=O)N/C(CSCc1c(F)cccc1Cl)=N/O,-0.44
O=C(COC(=O)c1ccc2ccccc2c1OC(=O)c1ccc(Cl)cc1)c1ccc(Cl)cc1,2.2
CCSc1nnc2c(n1)OC(CC)=Nc1ccccc1-2,-1.2
CCOC(=O)C(O)(c1ccc(N(C)C(=O)Nc2cccc(Cl)c2)cc1)C(F)(F)F (stereo not drawn),1.9
c1ccc(-c2nnc3sc(-c4ccc5c(c4)OCO5)nn23)cc1,-1.5
COC(=O)C1=C(C)Nc2nnnn2C1c1cc(OC)ccc1OC (stereo not drawn),2.5
CC1CN(C(=O)CSc2nc(-c3ccco3)cc(C(F)(F)F)n2)CC(C)O1 (stereo not drawn),0.95
CO[C@H]1/C=C/O[C@@]2(C)Oc3c(C)c(O)c4c(O)c(c(/C=N/N5CCN(C)CC5)c(O)c4c3C2=O)NC(=O)/C(C)=C\C=C\[C@H](C)[C@H](O)[C@@H](C)[C@@H](O)[C@@H](C)[C@H](OC(C)=O)[C@@H]1C,-0.23
N[C@@H](Cc1ccccc1)c1nnc(SCc2cccc3ccccc23)o1,-3.3
O=C1/C(=C/c2ccc(Cl)cc2)CC/C1=C\c1ccc(Cl)cc1,-0.47
# (listing goes on)
SMILES,Dicer inh
CC(C)(Oc1ccc(Cl)cc1)C(=O)Nc1nc2ccc(S(C)(=O)=O)cc2s1,0
CCN(CC)C(=O)O/N=C(\N)c1cc(Br)c(OC)c(Br)c1,-3
Cc1ccc(C)n1-c1ccc(-n2c(C)ccc2C)cc1,-0.06
Cc1c(CNC(=O)c2ccc(C(F)(F)F)cc2)sc2ccccc12,1.1
CCOC(=O)COc1ccc(C)cc1C(=O)c1ccn2nc(-c3ccc(OC)cc3)cc2n1,-6.9
COC(=O)c1c(NC(=O)c2ccccc2)csc1C,-0.1
O=C1CSC(=S)N1c1ccc(F)cc1F,0.09
C[C@H](CSC(=O)c1ccccc1)C(=O)N1C[C@@H](Sc2ccccc2)CC1C(=O)O (stereo partly drawn),-2.4
O=S(=O)(Nc1cc(-c2cccs2)nn1-c1ccc(F)cc1)c1ccc(-c2cc(C(F)(F)F)on2)s1,-0.08
CC(=O)N1C(=O)C(=O)c2cc(C)c(Br)cc21,0.69
Cc1ccc(N2C(=O)CSC2c2ccc(Cl)cc2)cc1 (stereo not drawn),2.2
CCOC(=O)c1sc(SCCS(=O)(=O)c2ccc(Cl)cc2)c2c1CCCC2=O,0.28
O=C(CSc1nc2ccccc2s1)Nc1ccc(F)cc1,0.4
Cc1nc(-c2ccccc2)sc1C(=O)NNC(=O)c1ccc(C(F)(F)F)cc1,-0.25
COc1cc(S(=O)(=O)Nc2cccnc2)ccc1Br,-0.61
NC(=O)NC(=S)NC(=O)c1ccccc1Cl,-2.3
CCSC1=C(C#N)C(=O)NC(c2ccc(N(C)C)cc2)S1 (stereo not drawn),-1.8
Clc1ccc(-c2ncnn2-c2cccc(Cl)c2)cc1,1.9
CCCC(=O)Oc1c[nH]c2ccccc12,-0.1
COC(=O)c1sc(N2C(=O)c3oc4ccc(C)cc4c(=O)c3C2c2ccc(O)c(OC)c2)nc1C (stereo not drawn),-0.46
Cn1c(NC2CCCC2)nc2c1c(=O)n(Cc1ccc(F)cc1)c(=O)n2C,-2.2
C(=C\N1CCCCC1)/c1nnnn1-c1ccc(-c2ccccc2)cc1,0.97
Fc1ccc(CNC(=S)NC(Cc2ccccc2)c2ccccc2)cc1 (stereo not drawn),1.2
COC(=O)[C@H](CCSC)NC(=O)c1cccnc1SC,-0.47

# Fetched by structure from the entries so far (two):
SMILES,Dicer inh
NC(=O)NC(=S)NC(=O)c1ccccc1Cl,-2.3
COc1cc(S(=O)(=O)Nc2cccnc2)ccc1Br,-0.61
